MEKK2mut PB1 HTS = MEK5 binding signal on mutant MEKK2 PB1, primary screen, biochemical, multiplex bead flow cytometry, Alexa488-MEK5; 290,000 compounds, 0.35% hits; percent response, % at 10 µM; Alexa488-MEK5 binding to MEKK2 mutant; AID 1530, 2009; in the data active = percent response above about 24%, passing the limit was not always enough; also: inactives centre near 1; some results filed as inactive read as strong as hits; reference of the scale not given here
GPR7 antagonist = GPR7 receptor antagonists, primary screen, cell-based, fluorescence, single concentration; Neuropeptides B/W receptor type 1 (Homo sapiens), P48145; GPR7-expressing cells, fluorescence antagonist assay; inhibition, % at 4.4 µM; 290,000 compounds, 1.1% hits; in the data active = inhibition above about 16%, passing the limit was not always enough;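 also: cells stimulated with the agonist NPW; 0% = agonist with vehicle and 100% = vehicle without agonist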
DNA FID counter = compounds displacing fluorescent DNA intercalator, primary screen, artefact control for HCV NS3 helicase inhibitor project, biochemical, FID fluorescence | DNA fluorescent intercalator displacement | inhibition, % at 7.9 µM | 290,000 compounds, 0.17% hits; in the data active = inhibition above about 37%;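 also: 0% = vehicle and 100% = reference compound; higher means more ethidium bromide displaced from hairpin DNA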
PHOSPHO1 block = PubChem AID 1565; recombinant PHOSPHO1, absorbance phosphatase assay; inhibition, % at 13.3 µM; 290,000 compounds, 1.1% hits; Phosphoethanolamine/phosphocholine phosphatase (Homo sapiens), Q8TCT1; in the data active = inhibition above about 60%
Target sequence (Q8TCT1 whole entry, looked up): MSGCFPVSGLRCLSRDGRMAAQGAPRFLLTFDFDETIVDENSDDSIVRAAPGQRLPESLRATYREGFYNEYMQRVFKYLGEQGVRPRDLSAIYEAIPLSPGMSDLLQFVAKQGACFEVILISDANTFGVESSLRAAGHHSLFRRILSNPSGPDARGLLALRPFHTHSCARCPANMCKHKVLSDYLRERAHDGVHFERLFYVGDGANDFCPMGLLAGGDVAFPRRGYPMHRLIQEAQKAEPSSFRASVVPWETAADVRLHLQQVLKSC
OXTR agonist = human OXTR agonists, primary screen, fluorescence, CHO-OTR cells, Fluo-8 calcium. 320,000 compounds, 0.32% hits. Fluo-8 calcium fluorescence; normalized: DMSO 0%, oxytocin 100%. Oxytocin receptor (Homo sapiens), P30559. activation, % at 3 µM;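 active = activation above the mean of all tested compounds plus 3 SD, cutoff set per screening run, cut at about 20% in these data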;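 also: peak over basal fluorescence ratio from a 100 s FLIPR kinetic read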
M18AAP inhibitor = PfM18AAP inhibitors, malaria aminopeptidase, primary screen, biochemical, QFRET, recombinant enzyme; H-Glu-NHMec fluorogenic cleavage; M18 aspartyl aminopeptidase (Plasmodium falciparum 3D7); 290,000 compounds, 1.2% hits; inhibition, % at 7.35 µM; AID 1822, 2009;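 active = inhibition above the campaign mean inhibition over all tested compounds plus 3 SD, cut at about 28% in these data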;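 also: 0% = plate median of test compound wells and 100% = 2 mM ZnCl2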
NALP1 yeast inh = NALP1 inflammasome inhibitors in reconstituted yeast, colorimetric, S. cerevisiae, triplicate retest; S. cerevisiae NALP1/ASC/caspase-1 growth, X-gal OD620, 72 h; inhibition, % at 10 µM; 280,000 compounds, 0.61% hits; in the data active = inhibition mostly above about 24%, no sharp cut-off; inactive = mostly below about 32%; also: some compounds called inactive have numbers as strong as hits
MEKK2 WT-MEK5 = modulators of MEK5 binding to wildtype MEKK2, primary screen, biochemical, multiplex bead flow cytometry, Alexa488-MEK5 | binding response (% of control), % at 10 µM | 290,000 compounds, 1.1% hits | Mitogen-activated protein kinase kinase kinase 2 (Homo sapiens), Q9Y2U5 | Alexa488-MEK5 binding to MEKK2 WT; actives lie on both sides; in the data active = binding response below about 67% or above about 130%
MEKK3 PB1 HTS = modulators of MEKK3-MEK5 PB1 binding, primary screen, biochemical, wildtype MEKK3, multiplex bead flow cytometry, Alexa488-MEK5. Mitogen-activated protein kinase kinase kinase 3 (Homo sapiens), Q99759. bead-based flow cytometry, Alexa488-MEK5 binding to MEKK3; actives lie on both sides; 0 = blocked by unlabeled MEK5, 100 = vehicle. binding response (% of control), % at 10 µM. 290,000 compounds, 1.4% hits;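 active = binding response more than 3 SD above or below the average of its plate-row segment, actives on both sides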;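 also: Alexa488 bead fluorescence after subtracting the streptavidin-only scavenger bead signal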
Target sequence (Q99759 whole entry, looked up): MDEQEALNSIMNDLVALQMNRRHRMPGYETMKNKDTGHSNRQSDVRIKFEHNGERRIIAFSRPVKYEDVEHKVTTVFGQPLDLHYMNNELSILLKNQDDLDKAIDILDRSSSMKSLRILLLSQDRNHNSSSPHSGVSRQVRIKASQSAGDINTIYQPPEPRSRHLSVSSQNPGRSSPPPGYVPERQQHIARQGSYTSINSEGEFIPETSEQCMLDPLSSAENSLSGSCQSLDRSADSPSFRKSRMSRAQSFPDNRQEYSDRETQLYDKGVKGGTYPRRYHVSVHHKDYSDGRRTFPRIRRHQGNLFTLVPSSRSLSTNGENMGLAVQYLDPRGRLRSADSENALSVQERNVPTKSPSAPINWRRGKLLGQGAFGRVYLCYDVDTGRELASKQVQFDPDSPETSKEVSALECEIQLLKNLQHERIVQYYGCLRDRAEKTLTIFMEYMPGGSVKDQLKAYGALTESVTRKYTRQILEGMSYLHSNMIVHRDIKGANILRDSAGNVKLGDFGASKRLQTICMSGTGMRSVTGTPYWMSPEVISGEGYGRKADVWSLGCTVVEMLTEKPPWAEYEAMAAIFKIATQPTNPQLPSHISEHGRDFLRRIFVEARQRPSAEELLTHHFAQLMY
* marks the source's active call; other numbers are inactive results; · = no result given.

SMILES	MEKK2mut PB1 HTS	GPR7 antagonist	DNA FID counter	PHOSPHO1 block	OXTR agonist	M18AAP inhibitor	NALP1 yeast inh	MEKK2 WT-MEK5	MEKK3 PB1 HTS
O=C(CSc1nnc(COc2ccccc2F)n1-c1ccccc1)NC1CCS(=O)(=O)C1 (stereo not given)	-1	-12	-25	-20	-0.4	5	18	97	102
Cc1ccnc(NS(=O)(=O)c2ccc(NC(=O)c3oc4ccc(F)cc4c3C)cc2)n1	-1	-13	-54	-30	·	-12	9	101	103
CCOC(=O)c1cccc(NC(=O)c2ccc(NC(=O)C3CCCO3)cc2)c1 (stereo not given)	2	-5	-27	-6	3.3	-7	13	103	104
O=C(COC(=O)C(c1ccccc1)c1ccccc1)NCc1ccco1	-1	-13	-16	36	-0.8	6	6	108	109
CCOc1ccc2[nH]c(=O)c(CN(Cc3cccs3)Cc3nnnn3C(C)(C)CC)cc2c1	4	-9	-11	-5	-0.6	0	23	101	113
CCOc1ccc(S(=O)(=O)N2CCN(Cc3ccco3)CC2)cc1	5	-4	-16	10	-1.2	7	9	108	103
O=C(c1[nH]nc2c1CCc1ccccc1-2)N1CCN(Cc2ccc3c(c2)OCO3)CC1	-4	13	-18	43	8.9	-8	19	101	102
COc1ccc(NC(=O)c2ccccc2-c2ccccc2)cc1	-6	3	-10	15	-2.3	4	6	83	81
COc1ccc(-c2cc(OC(=O)c3ccc(F)cc3)c3c(C)oc(C)c3c(=O)c2)cc1	0	-8	-23	26	0.7	22	-4	88	100
Oc1c(CN2CCOCC2)cc(-c2ccccc2)cc1CN1CCOCC1	3	-10	4	-5	-0.3	9	9	101	102
COc1ccc(CC(=O)N2N=C(c3ccncc3)CC2(O)C(F)(F)F)cc1 (stereo not given)	0	4	-18	36	1.1	-1	-6	98	102
CCOC(=O)c1ccc(N=c2ssnc2Cl)cc1	-2	-5	5	77*	·	26	8	95	97
Cc1ccc2c(CSc3nncn3C)cc(=O)oc2c1C	-1	-8	-2	21	2.8	-8	10	103	103
COc1ccc2c(c1)oc(=O)c1ccccc12	1	-3	-6	-17	-0.9	7	4	96	57
CCn1c(=NC(=O)CSCC(=O)Nc2nccs2)sc2ccccc21	-5	-3	-5	-1	-0.3	-6	-4	96	98
Cc1cc(=O)oc2cc(NC(=O)c3cccc(Br)c3)ccc12	4	-16	1	19	0.1	-7	20	103	98
Cc1nn2cnnc2c(C)c1Cc1ccc(Cl)cc1	4	-3	-11	33	1.2	-1	0	103	104
Cc1cc(C)c(C)c(S(=O)(=O)NCC(=O)NCC2CCCCC2)c1C	-4	-9	-27	12	0.1	-3	20	100	99
O=[N+]([O-])c1ccc(N2CCN(Cc3ccccc3)CC2)s1	4	17	-7	20	-0.5	-13	13	108	108
Cn1ncc2c(NNC(=O)C3CCCCC3)ncnc21	0	1	10	9	0.1	2	4	100	104
O=C(COC(=O)c1cccc([N+](=O)[O-])c1)NCc1ccc2c(c1)OCO2	28	-9	3	7	-0.6	1	5	116	101
O=C(Nc1nc2ccccc2s1)c1cccc(S(=O)(=O)N2CCc3ccccc32)c1	-15	-13	-6	30	-0.1	9	·	92	88
NC(=O)c1c(NC(=O)CSc2nnc(-c3ccccc3)n2CC2CCCO2)sc2c1CCC2 (stereo not given)	3	-12	-29	4	-1.7	-5	30	97	97
NCCCC[C@H]1NC(=O)[C@H](CCC(=O)O)NC(=O)c2cc([N+](=O)[O-])cc(I)c2OCC[C@@H](C(N)=O)NC1=O	1	-7	-7	-1	0.5	-4	13	97	94
Cc1ccc2c(c1)N(CC(=O)NCC(C)c1ccccc1)C(=O)c1cccnc1O2 (stereo not given)	1	2	-40	18	-2.1	2	19	104	103
Next results follow.
SMILES	MEKK2mut PB1 HTS	GPR7 antagonist	DNA FID counter	PHOSPHO1 block	OXTR agonist	M18AAP inhibitor	NALP1 yeast inh	MEKK2 WT-MEK5	MEKK3 PB1 HTS
O=C(CCN1CCCO1)N1CCCC(N2CCN(c3cccc(C(F)(F)F)c3)CC2)C1 (stereo not given)	3	-5	-35	·	-0.5	1	-1	103	100
C[C@H](NC(=O)c1cc2cc(Cl)ccc2n1C)C(=O)N[C@@H](Cc1ccccc1)C(=O)O	1	0	-17	28	0.0	3	8	102	104
O=C(NCc1cccs1)c1cc2ccccc2o1	-4	18	-1	-5	-1.8	-7	15	98	98
CC(C)CNS(=O)(=O)c1cc(C(=O)OCC(=O)N(C)C2CCS(=O)(=O)C2)c(Cl)cc1Cl (stereo not given)	5	-4	-24	24	-0.4	0	·	112	108
CCCCOC(=O)Nc1nnc(-c2ccccc2OC)s1	4	-7	-7	-12	0.5	1	5	103	104
COc1ccc(N2CCN(C(=O)c3ccc4[nH]c(C)c(C)c4c3)CC2)cc1	-2	-2	-47	8	6.2	1	-2	98	101
Cc1nnc(SCc2nnc(-c3cccs3)o2)n1Cc1ccccc1	-11	2	-14	-9	0.8	-2	1	74	60
CCCn1c(NC(=O)c2cccc(C)c2C)nc2ccccc21	4	-8	-24	-12	-1.6	-15	-16	100	101
c1ccc(Nc2nc(-c3ccncc3)nc3ccccc23)cc1	1	-4	-5	1	-0.2	4	34	102	97
O=C(N/N=C/c1cccnc1)c1cccc(Cl)c1	1	15	-2	46	-0.5	8	20	104	102
Cc1cc2[nH]ncc2cc1NC(=S)NC(=O)c1ccccc1	-1	2	-6	-101	4.6	1	2	97	103
COC(=O)CSc1nnc(CNC(=O)c2cccs2)n1-c1cc(OC)ccc1OC	6	-4	-10	-1	0.5	-3	-16	114	107
NC(=O)C1CCN(CCC(=O)Nc2ccc(F)c(F)c2)CC1	1	3	0	-3	0.0	-4	-9	105	97
COc1ccc(C2=NS(=O)(=O)N(C)C(C(=O)N3CCC(C(N)=O)CC3)=C2)cc1	1	-10	-5	33	-0.1	1	14	100	101
O=C1CC(N2CCN(c3ccccc3)CC2)C(=O)N1CCc1ccccc1 (stereo not given)	2	3	-22	-8	0.4	-2	10	103	105
COc1ccccc1C(=O)NCCNC(=O)c1ccc(C)nc1	5	-2	-6	19	0.0	7	3	97	103
Cc1cc(C(=O)N/N=C2\CC(=O)c3ccccc32)c(C)n1-c1ccccc1	-5	-6	-17	-4	-1.9	13	0	99	98
CC1(C)CC(=O)C2=C(C1)N(c1ccc(F)cc1)C(N)=C(C#N)C2c1cccs1 (stereo not given)	7	-3	-11	18	-0.9	3	15	95	101
CC(C)(C)NC(=O)NC(=O)CN1C(=O)NC(c2ccccc2)(c2ccccc2)C1=O	2	1	-39	35	0.5	2	-6	99	101
CN(C)S(=O)(=O)c1ccc(S(=O)(=O)N(Cc2ccco2)Cc2ccccc2Cl)cc1	-3	-7	-4	41	1.3	-4	-8	97	100
CN1c2ccccc2Oc2nnc(N3CCN(Cc4ccccc4)CC3)cc21	2	1	0	21	-1.3	-6	-8	106	105
Cc1ccc(-c2csc(/C=C3\SC(C)C(=O)N3CC(=O)Nc3ccccc3F)n2)cc1 (stereo not given)	-17	-8	-2	25	0.4	5	·	91	91
CC(=O)CSc1ncnc2c1oc1ccccc12	1	-11	-7	-4	-0.4	-23	-26	103	101
Cn1ncc(Cl)c1C(=O)N1CCN(S(=O)(=O)c2ccc(Cl)s2)CC1	5	-5	-27	·	2.7	1	-9	101	98
CNc1ccccc(-c2ccc3cc4c(cc3n2)OCO4)c1=O	3	-8	-18	-15	2.4	24	19	103	99

Complete entries, quoted from the list:
NC(=O)c1c(NC(=O)CSc2nnc(-c3ccccc3)n2CC2CCCO2)sc2c1CCC2 (stereo not given) in the list: MEKK2mut PB1 HTS: 3; GPR7 antagonist: -12; DNA FID counter: -29; PHOSPHO1 block: 4; OXTR agonist: -1.7; M18AAP inhibitor: -5; NALP1 yeast inh: 30; MEKK2 WT-MEK5: 97; MEKK3 PB1 HTS: 97
Cc1nn2cnnc2c(C)c1Cc1ccc(Cl)cc1 in the list: MEKK2mut PB1 HTS: 4; GPR7 antagonist: -3; DNA FID counter: -11; PHOSPHO1 block: 33; OXTR agonist: 1.2; M18AAP inhibitor: -1; NALP1 yeast inh: 0; MEKK2 WT-MEK5: 103; MEKK3 PB1 HTS: 104

Other structures follow.
SMILES	MEKK2mut PB1 HTS	GPR7 antagonist	DNA FID counter	PHOSPHO1 block	OXTR agonist	M18AAP inhibitor	NALP1 yeast inh	MEKK2 WT-MEK5	MEKK3 PB1 HTS
O=C(CN1CCN(c2ccc(F)cc2)CC1)c1cccs1	8	-6	5	39	0.7	-1	-6	108	102
CCc1nnnn1-c1ccc([N+](=O)[O-])cc1C	0	-22	0	6	0.2	2	3	103	101
Cc1coc2c1c(C)cc1oc(=O)c(CC(=O)N[C@@H](C)C(=O)O)c(C)c12	-2	-5	-17	5	·	-8	-1	96	93
O=C(c1n[nH]c(=O)c2ccccc12)N1CCOCC1	-1	-2	-2	4	0.7	-1	11	98	99
O=C(c1ccc(Cl)c([N+](=O)[O-])c1)N(Cc1cccc(Cl)c1)C1CCS(=O)(=O)C1 (stereo not given)	5	-10	1	12	3.1	0	29	107	115
O=C(c1cscn1)N1CCCC(N2CCN(c3ccc(F)cc3)CC2)C1 (stereo not given)	16	-12	-9	5	-1.2	1	8	104	104
CCS(=O)(=O)CCSc1nc(C)cc(C)n1	1	0	-1	-1	0.9	4	21	103	107
COCCN(Cc1cc2cc3c(cc2nc1Cl)OCO3)C(=O)c1ccc(C)cc1	-16	-6	-1	-17	1.9	1	12	81	95
O=C(Nc1cccc(NC(=O)c2ccco2)c1)c1ccc2c(c1)OCCO2	2	-9	-17	15	-0.6	6	5	102	96
NC(=O)C1CCN(C(=O)COc2cccc3ccccc23)CC1	5	2	-4	-2	0.6	-2	11	105	103
CC1CC(C)CN(C(=S)Nc2ccc(SC(F)F)cc2)C1 (stereo not given)	15	4	1	4	-0.6	-6	22	111	101
CCCCc1nnc(NC(=O)CSc2nc(=O)cc(N)n2-c2cccc(C)c2)s1	2	5	-38	26	1.4	3	16	102	103
[O-]/[N+](=C\c1ccc(OC(F)F)cc1)c1ccccc1	-2	14	3	-2	1.3	1	0	102	101
O=C(CSc1nnc(CN2CCOCC2)n1-c1ccc(Cl)cc1)Nc1ccc2c(c1)OCO2	0	-10	-28	21	1.8	4	-4	96	94
O=C(Cc1c(F)cccc1Cl)Nc1ccccc1-c1ccccc1	5	-6	-17	31	-0.2	4	13	103	102
COCCCNC(=O)Cn1cnc2sc(C)c(S(=O)(=O)N3CCN(c4ncccn4)CC3)c2c1=O	0	-12	-20	-4	-0.8	5	-7	100	110
CCC(C)(C(=O)NC1CCCC1)N(Cc1ccco1)C(=O)Cc1cccs1 (stereo not given)	-4	38*	-21	11	-0.5	-1	5	90	81
COCCCN(C(=O)c1cc2c(s1)CCC2)c1c(N)n(Cc2ccccc2)c(=O)[nH]c1=O	-4	-7	-22	0	-1.1	-3	10	102	107
O=c1cc(C(F)(F)F)[nH]c2ccc(C(F)(F)F)cc12	2	-16	-1	23	13	-8	-6	101	105
COc1ccccc1N1CCN(C(=O)c2cc(-c3ccc(Br)cc3)on2)CC1	7	8	1	9	1.8	-4	36	105	102
CCc1ccc2nc(N(CCCN(C)C)C(=O)c3ccc(S(=O)(=O)N4CCCc5ccccc54)cc3)sc2c1	32*	13	23	34	6.8	0	9	188*	97
COCCNC(=O)C(c1cccs1)N(Cc1ccccc1)C(=O)Cn1nnc2ccccc21 (stereo not given)	8	1	-33	-20	0.1	6	7	110	105
Cc1cc(NC(=O)c2ccc3c(c2)C(=O)N(C)C3=O)no1	4	2	-2	12	0.1	-4	16	107	111
